From PubChem BioAssay
GPR55 beta-arrestin: GPR55 agonists via beta-arrestin recruitment, primary screen, imaging, U2OS cells, beta-arrestin-GFP redistribution (AID 1961). U2OS GPR55 beta-arrestin-GFP redistribution imaging; higher % means a stronger effect. hit rate 0.048% among 290,000. activation, % at 10 µM, or EC50 in µM where a hit was titrated;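 active = activation above 40% with more than 50 cells counted in the well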;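 note: U2OS osteosarcoma cells stably expressing GPR55 and beta-arrestin-GFP; plate controls were DMSO negative control for no effect and LPI positive control for full effect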
ER stress rescue: rescue of cells from ER stress-induced death, primary screen, 384-well, CSM14.1, thapsigargin, ATP luminescence (AID 1222); CSM14.1 thapsigargin-induced death rescue, ATP luminescence; higher % means a stronger effect; cellular ATP content (survival), % at 20 µM; hits with a dose series show EC50 in µM; 190,000 tested, under 10 active;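 active = EC50 below 50 µM in the dose-response confirmation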;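 note: death triggered by thapsigargin at about 15 µM added after 2 h compound pretreatment; cell ATP read after overnight thapsigargin exposure of roughly 18 to 22 hours; normalized against plate controls of thapsigargin alone and 5% DMSO vehicle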
KOR beta-arrestin-1: KOR agonists, beta-arrestin recruitment, primary screen, cell-based, luminescence, uHTS (AID 1777); activation, % at 10 µM; hits with a dose series show EC50 in µM; hit rate 0.02% among 280,000; KOR beta-arrestin recruitment, luminescence; higher % means a stronger effect; in the data active = activation above about 50%, passing the limit was not always enough; note: a part of the inactive calls stands beside numbers as strong as those of hits
Yfh1-off respiration: enhancers of respiration in Yfh1-depleted yeast, dose response, Friedreich's ataxia, plus single-dose screen (AID 1465); hit rate 0.074% among 220,000; S. cerevisiae Yfh1-off respiration, WST-1 reduction, 72 h; higher fold induction means a stronger effect; fold induction at 50 µM; hits with a dose series show EC50 in µM;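 active = fold induction of absorbance versus untreated yeast above a set limit, then at least 30% activation at any dose in follow-up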;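 note: activators that raise dye reduction in frataxin-depleted yeast; strong numbers were not always called active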
KOR beta-arrestin-2: kappa opioid receptor blockers – cell-based, luminescence, uHTS (AID 1778); hit rate 0.091% among 290,000; one-dose inhibition, % at 10 µM; IC50 in µM for titrated hits; KOR beta-arrestin recruitment, luminescence, antagonist mode; higher % means a stronger effect; note: strong numbers were not always called active
TNAP activation fold: stimulation of alkaline phosphatase TNAP activity – biochemical, luminescent, no phosphate acceptor, uHTS, primary screen (AID 1001); purified TNAP, luminescent activation assay, no phosphate acceptor; higher activation fold means a stronger effect; activation fold at 20 µM; hits with a dose series show EC50 in µM; hit rate 0.03% among 200,000; in the data active = activation fold from about 3, or a potency from the dose series; inactive = the rest, 99 in 100 with activation fold below about 1.6; note: many of its hits are not listed in these tables
NOD1 NF-kB reporter: inhibition of NOD1-driven NF-kB reporter – cell-based, luminescence, uHTS, primary screen (AID 1578); NOD1-driven NF-kB luciferase reporter cells, luminescence; higher % means a stronger effect; inhibition, % at 4 µM, or EC50 in µM where a hit was titrated; hit rate 1% among 290,000; in the data active = inhibition mostly above about 36%, no sharp cut-off; inactive = mostly below about 34%;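 note: HEK-293T reporter cells stimulated with the NOD1 agonist gamma-tri-DAP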
NTR1 ag: NTR1-driven beta-arrestin-GFP spot formation – imaging, U2OS cells, high content, primary screen (AID 493036); agonist mode; activation, % at 20 µM; hit rate 0.17% among 330,000;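 active = activation at or above 40% of the spot to cytoplasm intensity ratio, with at least 20 cells analyzed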;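 note: 0% = DMSO without peptide and 100% = 100 nM NTR1 peptide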
Target sequence (P30989 whole entry, looked up): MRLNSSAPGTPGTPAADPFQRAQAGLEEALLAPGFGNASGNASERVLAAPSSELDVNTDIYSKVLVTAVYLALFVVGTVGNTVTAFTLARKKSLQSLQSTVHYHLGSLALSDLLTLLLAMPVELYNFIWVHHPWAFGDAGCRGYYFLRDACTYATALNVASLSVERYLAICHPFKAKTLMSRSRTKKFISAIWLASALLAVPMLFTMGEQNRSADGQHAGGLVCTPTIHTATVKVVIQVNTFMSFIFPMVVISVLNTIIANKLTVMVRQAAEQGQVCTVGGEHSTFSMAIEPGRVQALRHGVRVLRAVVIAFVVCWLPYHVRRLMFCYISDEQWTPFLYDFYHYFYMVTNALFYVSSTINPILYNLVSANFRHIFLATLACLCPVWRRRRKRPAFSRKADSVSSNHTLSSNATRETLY
HEK293 NOD2/NF-kB: inhibition of NOD2-driven NF-kB reporter – cell-based, luminescence, uHTS, HEK293 (AID 1566); HEK293 NOD2/NF-kB luciferase reporter, luminescence; higher % means a stronger effect; inhibition, % at 4 µM; hits with a dose series show EC50 in µM; hit rate 0.63% among 290,000; note: many of its hits are not listed in these tables
NTR1 ag cell count 20 µM: second read-out of NTR1 ag, no call of its own (marks repeat the call); cell count; measured here: cell count, cytotoxicity flag
* marks the source's active call; other numbers are inactive results; i = inactive; x = no result given; [ ] = another dose, or the depositor's remark. Cut-off read from the data, not from the text of the source, unless noted: active = inhibition above about 50%; inactive = the rest. Not all compounds are listed (hit frequency here may not be typical).

SMILES	GPR55 beta-arrestin	ER stress rescue	KOR beta-arrestin-1	Yfh1-off respiration	KOR beta-arrestin-2	TNAP activation fold	NOD1 NF-kB reporter	NTR1 ag	NTR1 ag cell count 20 µM	HEK293 NOD2/NF-kB
Cc1cc(NS(=O)(=O)c2c(C(=O)N3CCOCC3)c(C)n(C)c2C)ccc1Br	-0.2%	x	-9.5%	x	-36.5%	x	24.6%	2.5	57	3.3%
CCN(CC)CCCNC(=O)Cn1nc([N+](=O)[O-])c(Cl)c1C	0.6%	-0.5%	-1.5%	i	-21.5%	1	-42.9%	-0.5	81	11.3%
CC(=O)NN1C(=O)/C(=C\c2ccc(Br)o2)SC1=S	-0.2%	-2.1%	0.5%	i	-16.3%	1	-22.4%	4.2	32	15.7%
O=C(NC1=NCCS1)c1ccc2c(c1)C(=O)N(Cc1ccco1)C2=O	-0.1%	-3.4%	-1.1%	i	-8.9%	1.1	x	0.6	79	2.1%
Cc1ccc(S(=O)(=O)Cc2ccc(C(=O)OCc3ccccc3)cc2)cc1	0.5%	-1.2%	2.4%	i	-42.0%	1.1	-12.9%	-1.2	102	4.0%
CCOC(=O)C1CCN(C(=O)CCNS(=O)(=O)c2cc(Br)cnc2N)CC1	-0.2%	x	-0.8%	x	-27.2%	x	0.2%	-0.4	67	13.2%
CCOc1ccccc1NC(=O)c1cccc2c1C(=O)N(CCOC)C2	0.3%	1.3%	-5.2%	i	-8.4%	1.2	-11.2%	3.7	88	15.5%
O=C(NCc1ccccc1)C(c1cccnc1)N(C(=O)c1ccccn1)c1ccc(F)cc1 (stereo not drawn)	-0.2%	x	-2.0%	x	11.5%	x	-22.4%	-1.1	44	3.3%
CCCOc1ccc(C(=O)NNC(=S)NC(=O)c2cccs2)cc1	0.1%	x	-7.8%	x	41.5%	x	-16.2%	7.5	52	31.1%
CCOC(=O)C1=C(C)N(C)C(=O)NC1c1c(O)ccc2ccccc12 (stereo not drawn)	-0.1%	x	-3.5%	x	6.1%	x	2.1%	-0.6	86	-5.5%
CC1CCN(C(=O)c2cccc(NC(=O)c3cccs3)c2)CC1	0.3%	x	1.7%	x	-11.4%	x	-1.2%	1.0	54	15.4%
c1ccc(CNc2ncnc3sccc23)cc1	0.6%	x	-3.3%	x	-32.6%	x	31.8%	1.8	57	44.5%
O=C(COC(=O)c1cnc(Cl)c(Cl)c1)Nc1ccc(S(=O)(=O)N2CCCC2)cc1	-0.3%	3.9%	0.1%	i	28.5%	1.1	-41.9%	4.8	109	-5.4%
CC1(C(=O)Nc2ccc3c(c2)OCO3)CC1(Cl)Cl (stereo not drawn)	-0.1%	x	3.2%	x	-1.6%	x	-12.1%	0.7	48	-1.4%
O=c1[nH]c(C2C3CC4CC(C3)CC2C4)nc2ccccc12 (stereo not drawn)	-0.1%	13.6%	3.2%	i	-24.4%	0.9	-30.4%	7.4	56	0.5%

3 entries out of the list above, ordered by their value in TNAP activation fold, ascending:
SMILES	TNAP activation fold
O=c1[nH]c(C2C3CC4CC(C3)CC2C4)nc2ccccc12 (stereo not drawn)	0.9
CC(=O)NN1C(=O)/C(=C\c2ccc(Br)o2)SC1=S	1
O=C(NC1=NCCS1)c1ccc2c(c1)C(=O)N(Cc1ccco1)C2=O	1.1

Next section
SMILES	GPR55 beta-arrestin	ER stress rescue	KOR beta-arrestin-1	Yfh1-off respiration	KOR beta-arrestin-2	TNAP activation fold	NOD1 NF-kB reporter	NTR1 ag	NTR1 ag cell count 20 µM	HEK293 NOD2/NF-kB
COC(=O)c1c(NC(=O)CN2CCN(c3ncccn3)CC2)sc(C(N)=O)c1C	0.3%	x	13.1%	x	-4.1%	x	-19.0%	-0.4	74	-14.1%
CC(=O)N[C@@H](Cc1c[nH]c2ccccc12)C(=O)NCCc1ccc(S(N)(=O)=O)cc1	0.0%	x	-7.4%	x	32.3%	x	17.8%	0.7	90	1.0%
COc1cccc2cc(C(=O)n3ccc(C)n3)c(=O)oc12	-0.1%	-2.2%	-0.9%	i	9.6%	1	-5.6%	-1.5	70	11.8%
O=C(Nc1ccc(-c2nnc(-c3ccccc3)o2)cc1)C(F)(F)F	0.2%	-3.0%	0.1%	x	-21.9%	1.1	-99.2%	-0.4	40	-143.0%
CC(C)CN1CCN(Cc2cnc(N3CCOCC3)s2)CC1CCO (stereo not drawn)	1.0%	-1.2%	-5.3%	i	-10.6%[20 µM]	1.1	-0.5%	-0.5	71	-13.5%
CS(=O)(=O)c1ccc(NCC2CCCO2)c([N+](=O)[O-])c1 (stereo not drawn)	-0.3%	x	-3.6%	x	-8.9%	x	-19.3%	-0.1	58	11.0%
S=c1[nH]c(-c2ccc(Cl)cc2)cs1	-0.8%	-1.3%	3.6%	i	-32.6%	0.9	-43.1%	5.7	62	-10.5%
CCCc1nnc2n1N=C(c1ccc(-c3cc(Cl)ccc3Cl)o1)CS2	141.5%*	-1.7%	17.3%	i	-3.2%	1	-34.8%	x	x	12.5%
COc1ccc(OC)c(NC(=O)CSc2nnc(N)s2)c1	-0.1%	1.7%	1.7%	i	-74.7%	1.1	-2.7%	-1.4	80	-2.3%
O=C(NCCCN1CCOCC1)c1c(F)cccc1F	-0.1%	-1.0%	6.5%	i	-8.2%	1.1	-22.0%	1.1	71	0.7%
CCOCCCNC(=O)CN1N=C(c2ccc(C)cc2)CCC1=O	-0.1%	x	7.6%	x	-30.8%	x	-5.3%	1.6	45	-7.0%
Cn1c(N)c(C(=O)Nc2ccc3ccccc3c2)sc1=S	0.0%	-0.5%	0.7%	x	-8.9%	1.1	-75.7%	-0.3	50	-59.5%
CCCCOc1ccc(OCCSc2nc3ccccc3n2CC(=O)O)cc1	0.7%	x	-1.0%	x	-2.5%	x	-3.6%	-0.2	56	-0.2%
CCOc1cc(CNc2ccc(N3CCOCC3)cc2)cc(Br)c1OCC	-0.2%	-2.9%	-0.2%	i	-16.1%	1	-26.2%	3.1	68	5.0%
O=C(O)CCCCCNS(=O)(=O)c1cccc2c1C(=O)c1ccccc1C2=O	0.3%	-3.8%	4.2%	i	-0.3%	1.2	3.8%	3.8	62	2.8%

SMILES	GPR55 beta-arrestin	ER stress rescue	KOR beta-arrestin-1	Yfh1-off respiration	KOR beta-arrestin-2	TNAP activation fold	NOD1 NF-kB reporter	NTR1 ag	NTR1 ag cell count 20 µM	HEK293 NOD2/NF-kB
CCn1c(C)c(C)c2cc(C(=O)N3CCN(c4cccc(C)c4C)CC3)ccc21	-0.2%	x	-0.1%	x	-13.0%	x	3.1%	4.3	63	16.8%
CC(C)(C)CC(C)(C)NCC(=O)Nc1c2c(nc3ccccc13)CCC2	-0.2%	-1.7%	-1.2%	i	-1.9%	1.1	-7.5%	-0.2	40	-21.0%
NS(=O)(=O)c1ccc(CCNC(=O)Cc2c[nH]c3ccccc23)cc1	1.2%	-1.7%	4.4%	i	-5.1%	1.1	-5.3%	-1.2	81	4.2%
CCOC(=O)Cc1csc(NC(=O)c2ccc(S(=O)(=O)N3CCCC3)cc2)n1	-0.2%	3.0%	9.0%	i	4.4%	1.1	7.5%	1.0	41	18.4%
S=c1[nH]nc(-c2ccco2)n1/N=C/c1ccc(Cl)c(Cl)c1	0.4%	-0.1%	-6.3%	i	-33.7%	0.4	-4.3%	5.0	93	-0.3%
Fc1ccc(-c2nnc3sc(C4COc5ccccc5O4)nn23)cc1 (stereo not drawn)	-0.3%	-1.9%	-1.5%	i	-13.2%	1	-27.7%	8.0	60	-23.9%
N#CCCN(C(=O)Cn1nc(C(=O)O)c2ccccc2c1=O)c1ccccc1	-0.1%	x	3.9%	x	-34.7%	x	34.0%	-0.4	40	-25.7%
O=C(Nc1ccccc1C(=O)OCC(=O)N1CCc2ccccc2C1)c1ccco1	-0.1%	0.2%	9.0%	i	-21.1%	1	-11.3%	0.2	43	-14.6%
COc1ccc(OC)c2[nH]c(=O)c(CCNS(=O)(=O)c3ccc(C)cc3)cc12	-0.1%	-3.4%	2.5%	x	-21.4%	1.1	17.3%	2.6	45	30.5%
CCN(CC)CCN1C(=O)C(=O)/C(=C(/O)c2c(C)[nH]c(C(=O)OC)c2C)C1c1ccccc1 (stereo not drawn)	-0.1%	-0.4%	2.3%	i	-8.6%	1.1	-21.1%	3.5	58	-2.0%
CCCCCn1c(=O)[nH]c2cc(C(=O)N3CCN(C(=O)OCC)CC3)ccc2c1=O	-0.1%	x	3.5%	x	-47.2%	x	-27.7%	0.1	62	-6.2%
Cc1ccc(O)c(C(CC(=O)NCc2cccnc2)c2ccccc2)c1 (stereo not drawn)	0.2%	-0.5%	-3.6%	i	-25.9%[20 µM]	1.1	-30.1%	-0.6	31	9.8%
COc1nc(NCc2ccc(Cl)cc2)nc(OC)n1	-1.0%	0.3%	-3.9%	i	-55.5%	1.1	-10.3%	-1.3	41	-10.4%
C/C(CCc1ccco1)=N\NC(=O)CNc1cccc2ccccc12	0.9%	-1.6%	0.0%	i	-38.7%	1	9.2%	-0.8	98	15.4%
O=C(CCN1C(=O)C2C3CCC(C3)C2C1=O)OCC(=O)c1ccc(Br)cc1 (stereo not drawn)	-0.1%	x	3.5%	x	-38.7%	x	-54.7%	0.1	41	-2.6%

SMILES	GPR55 beta-arrestin	ER stress rescue	KOR beta-arrestin-1	Yfh1-off respiration	KOR beta-arrestin-2	TNAP activation fold	NOD1 NF-kB reporter	NTR1 ag	NTR1 ag cell count 20 µM	HEK293 NOD2/NF-kB
C=CCN(CC=C)C(=O)CCc1nnc(CCc2c[nH]c3ccccc23)o1	-0.1%	-0.4%	-10.1%	i	11.8%[20 µM]	1.1	-29.2%	3.9	87	-16.0%
Cc1oc(CC(C)C)c(CN2CCCC2)c1C(=O)O	-0.1%	-2.9%	2.9%	x	7.2%	1.1	-5.7%	-1.4	93	-11.0%
COc1ccc(/C=N/NC(=O)CCCCCNC(=O)c2ccccc2)cc1	-0.6%	-2.6%	-5.3%	i	23.4%	1.1	-4.9%	3.3	75	14.7%
COc1ccc(S(=O)(=O)N(C)CC(=O)O)c2ccccc12	-0.1%	7.7%	4.5%	i	31.6%	1.1	-6.3%	-1.1	37	-5.2%
CN(C)c1cccc(NC(=O)C2(C)CC2(Cl)Cl)c1 (stereo not drawn)	0.5%	1.9%	1.9%	i	13.3%	1.1	-40.5%	0.7	71	-3.5%
CS(=O)(=O)c1ccc(C(=O)OCc2nnc(-c3ccc(Cl)cc3)o2)cc1[N+](=O)[O-]	20.7%	1.0%	5.5%	i	-9.3%	1	29.5%	41.4*	40*	-20.4%
